Source: PubChem BioAssay
B2AR arrestin: recruits beta-arrestin to the human beta2-adrenergic receptor; P07550; beta-arrestin recruitment to beta2AR, cell-based reporter; Potency, µM (top dose mostly 46.1 µM), without a hit: top-dose activation, hits mostly activators; 0.02% of 330,000 active; AID 492947;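 note: potency is the fitted concentration of half-maximal effect; 0% = DMSO controls and full agonism = EC100 isoproterenol or metaproterenol; nearly all actives have a fitted effect of over 65% in size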
Target sequence (P07550 whole entry, looked up): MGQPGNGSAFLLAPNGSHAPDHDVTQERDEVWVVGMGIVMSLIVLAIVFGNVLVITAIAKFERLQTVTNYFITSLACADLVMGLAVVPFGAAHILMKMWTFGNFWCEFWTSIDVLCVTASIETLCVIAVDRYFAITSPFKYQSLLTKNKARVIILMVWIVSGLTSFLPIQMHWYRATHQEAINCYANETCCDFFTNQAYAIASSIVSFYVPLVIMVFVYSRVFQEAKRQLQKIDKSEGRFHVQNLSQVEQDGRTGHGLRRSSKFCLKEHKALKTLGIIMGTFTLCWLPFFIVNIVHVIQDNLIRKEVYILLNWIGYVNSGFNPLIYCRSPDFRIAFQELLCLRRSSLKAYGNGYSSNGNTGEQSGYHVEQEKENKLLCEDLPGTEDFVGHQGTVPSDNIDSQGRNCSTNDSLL
Eya2 phos inh: inhibitors of human Eya2 phosphatase activity; O00167; recombinant Eya2, OMFP fluorescence dephosphorylation (OMFP is methylfluorescein phosphate); Potency, µM (titrated, usually from 76.9 µM), inactives show at the top dose activity, negative = inhibition, hits mostly inhibitors; 0.006% of 330,000 active; AID 488837; note: potency is the fitted concentration of half-maximal effect
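Eya2 protein (added as 0.2 uM solution) was preincubated with compound for 10 min at ambient temperature in 50 mM HEPES pH 7.5, 50 mM NaCl, 5 uM MgCl2, 0.05% BSA, 1 mM DTT. OMFP (added at 50 uM) then reacted 10 min; fluorescence read at 485/525 nm.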
KCNH2 WT inh: blocks the wildtype human KCNH2 potassium channel | Q12809 | U2OS, BacMam KCNH2, thallium flux FluxOr; active compounds read low | activity change, % at 1.84 µM | 0.37% of 340,000 active;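 active = maximum activity change below -70%; inconclusive = maximum activity change between -70% and -50%; inactive = maximum activity change above -50%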
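U2OS cells were transduced with wild-type KCNH2 virus (2.03 x 10^8 / mL) for 4 h at room temperature, then cultured overnight at 37 C. Thallium flux was read with FluxOr dye. Rate constants were normalized to DMSO controls.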
PKM2 act: activators of human pyruvate kinase M2. P14618. purified PKM2, Kinase-Glo ATP luminescence, activation; response scale: 0% is enzyme alone, no compound. Potency, µM (titrated, usually from 57.5 µM), inactives show at the highest dose activation, usual class: activators. 0.34% of 260,000 active; note: potency is the fitted concentration of half-maximal effect; nearly all actives have a fitted effect of over 55% in size
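Purified hPK-M2 (>95%) run at intermediate activity with 0.1 mM ADP and 0.5 mM PEP in 50 mM imidazole pH 7.2, KCl, MgCl2; 1 h room temperature. ATP formed read by Kinase-Glo luminescence; normalized to uninhibited and no-enzyme controls.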
USP2a block: USP2a (human) protease inhibition; USP2 core, Ub-CHOP2 coupled fluorogenic reporter, 485/531; Potency, µM (doses to about 38.3 µM), inactives show top-dose activity change, negative = inhibition, usual class: inhibitors; 0.01% of 330,000 active; AID 463254;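 note: potency is the fitted concentration of half-maximal effect; plate controls were DMSO wells for no effect and full inhibition by NEM control for full effect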
Target sequence (O75604 whole entry, looked up): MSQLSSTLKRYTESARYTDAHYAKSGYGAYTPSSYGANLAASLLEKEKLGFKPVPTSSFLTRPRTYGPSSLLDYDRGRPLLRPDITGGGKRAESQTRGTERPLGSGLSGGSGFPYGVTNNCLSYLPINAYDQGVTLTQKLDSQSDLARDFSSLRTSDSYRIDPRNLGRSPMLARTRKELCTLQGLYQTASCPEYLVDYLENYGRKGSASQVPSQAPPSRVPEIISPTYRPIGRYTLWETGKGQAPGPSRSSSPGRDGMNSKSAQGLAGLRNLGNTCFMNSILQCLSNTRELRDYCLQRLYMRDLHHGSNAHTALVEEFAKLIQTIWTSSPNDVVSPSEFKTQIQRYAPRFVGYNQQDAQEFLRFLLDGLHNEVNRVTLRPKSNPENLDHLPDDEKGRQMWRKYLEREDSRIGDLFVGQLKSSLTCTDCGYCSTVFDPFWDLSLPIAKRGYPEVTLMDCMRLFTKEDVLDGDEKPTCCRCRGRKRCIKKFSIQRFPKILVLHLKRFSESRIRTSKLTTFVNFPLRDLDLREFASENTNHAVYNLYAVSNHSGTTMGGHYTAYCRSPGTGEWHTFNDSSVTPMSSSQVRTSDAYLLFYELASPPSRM
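USP2 core (10nM final) preincubated 30min RT with compound in 20mM Tris-HCl pH 8.0, 2mM CaCl2, 2mM beta-mercaptoethanol, 0.05% CHAPS; 25nM Ub-CHOP2 plus 25nM reporter substrate added, fluorescence (Ex485/Em531) read after 60min.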
GALK inh: inhibitors of human galactokinase; AID 1868; P51570; Purified GALK, Kinase-Glo residual ATP luminescence; Potency, µM (highest dose often 57.5 µM), for inactives: top-dose activity change, negative = inhibition, usual class: inhibitors; 0.007% of 270,000 active; note: potency is the fitted concentration of half-maximal effect
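Kinase-Glo Plus luminescence measured ATP left after a 1 h room-temperature reaction. The reaction used 5 nM GALK, 100 uM galactose and 35 uM ATP at pH 8.0 (20 mM HEPES, 5 mM MgCl2, 60 mM NaCl, 1 mM DTT, 0.01% BSA).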
KCNH2 3.1 block: inhibitors of human KCNH2 3.1 potassium channel isoform; U2OS KCNH2 3.1, thallium flux FluxOr; active compounds read low; activity change, % (tested at about 1.8 µM); 0.95% of 340,000 active;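 active = maximum activity change below -70%; inconclusive = maximum activity change from -70% to -50%; inactive = maximum activity change above -50%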;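 note: thallium influx rate constant from kinetic fluorescence after stimulation buffer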
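Measured as rate of thallium-driven FluxOr signal in transduced U2OS cells carrying the 3.1 channel, read kinetically for 2 min upon stimulation; values are rate constants scaled to DMSO control wells.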
Coupling enz: counter-screen for Giardia aldolase inhibitors: coupling enzyme system; 0.67% of 290,000 active; coupling enzyme system counterscreen, AmpLite Red fluorescence; activity change, negative = inhibition, % at 58.2 µM, hits read low; in the data active = activity change below about -30%
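Counterscreen of the coupled detection system alone, without aldolase: glyceraldehyde-3-phosphate coupling enzymes plus AmpLite Red readout. Compounds at 57.5 uM final, 10 min RT preincubation, 20 min RT reaction, fluorescence 525/598 nm.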
uPA surface inh: cell surface uPA generation inhibition. Potency, µM (highest dose often 38.3 µM), inactives show at the top dose activity change, negative = inhibition, most hits filed as inhibitors. 0.31% of 330,000 active. cell surface uPA generation assay, qHTS; active = well fitted inhibition curve with a large enough effect; inconclusive = small, poorly fitted or top-dose-only effect; inactive = no such curve, though single readings can be large or run the other way; tested in mouse RAW 264.7 cells; note: potency is the fitted concentration of half-maximal effect; nearly all actives have a fitted effect of over 55% in size
BCR signal inh: inhibitors of chronic active B-cell receptor signaling. ABC-DLBCL IkBa-CBG/CBR reporter, luminescence ratio, 4 h. Potency, µM (top dose mostly 46.1 µM), inactives show at the top dose ratio change, negative = lower green/red ratio, usual class: inhibitors. 0.05% of 340,000 active. AID 493014; active = well fitted inhibition curve with a large enough effect in the signal ratio, with a control signal flat, not every such curve was filed as active; inconclusive = small, poorly fitted or top-dose-only effect, or effect the other way, or a change in a side signal; the % refers to the signal ratio;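 note: potency is the fitted concentration of half-maximal effect; plate controls were basal doxycycline-induced cells for no effect and cells given 10 µM MG132 for full effect; MG132 reads +100%, hits lower the ratio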
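Compounds up to 46 uM were incubated four hours with TMD8 cells whose green CBG68 luciferase is fused to IkappaBalpha; red CBR luminescence normalised the signal, and concentration-effect curves were fitted to fusion, red and ratio data.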
Giardia kill: kills Giardia lamblia. AID 540267. Giardia lamblia trophozoite viability. activity change, % at 7.66 µM, hits read low. 0.15% of 340,000 active; in the data active = activity change below about -80%; inconclusive = between about -30% and that limit;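 note: parasites exposed to compound for two days anaerobically before the ATP read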
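ATP-content bioluminescence gauges trophozoite survival. Cells (100/well) receive compound and incubate anaerobically for 48 hrs at 37 deg C; detection reagent follows for 15-30 min at room temperature.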
The depositor's hits bear a star; i = inactive; ? = inconclusive; / = no result given; [ ] = another dose, or the depositor's remark. Unless noted, calls come from the whole dose curve; as a rule, active = well fitted curve in the direction sought with a large enough effect; inconclusive = small, poorly fitted or top-dose-only effect, or another doubt; inactive = no such curve, though single readings can be large; an effect the other way counts as inactive or inconclusive. Unless noted, % is set by controls: 0 for no effect and ±100 for the full control effect. Not a hit list; about 2.4% have a hit in one of these screens.

SMILES	B2AR arrestin	Eya2 phos inh	KCNH2 WT inh	PKM2 act	USP2a block	GALK inh	KCNH2 3.1 block	Coupling enz	uPA surface inh	BCR signal inh	Giardia kill
CN(c1nnc(N)s1)C1CCCCC1	-0.3%	5%	4	-2%	1%	/	-5	3	6%	1%	35[activator]
CC1CCN(CC(O)COCCOc2ccc(Br)cc2)CC1 (configuration not stated)	0.0%	-2%	14	-5%	4%	-5%	-3	4	0%	9%	-4
O=C(CCCCCCCCN1C(=O)c2ccccc2C1=O)N1CCOCC1	-0.2%	3%	7	-5%	0%	2%	3	4	-1%	-15%	-23
Cn1c(N)c(Br)c(-c2ccc(F)cc2)c(C#N)c1=O	0.0%	0%	-2	-1%	0%	-1%	-3	1	9%	-1%	14
COc1ccc(C2=NN(C(=O)c3ccc(Cl)c([N+](=O)[O-])c3)C(c3ccccc3)C2)cc1 (configuration not stated)	?	5%	-10	0%	-4%	/	-1	-4	-12%	-9%	-13
CO/N=C/c1ccc(N2CCN(C(=O)c3cccc(C(F)(F)F)c3)CC2)c([N+](=O)[O-])c1	-0.1%	-28%	-243*	3%	0%	-2%	-37	-3	/	?	-6
Nc1c(N(CCC2=CCCCC2)C(=O)Cc2ccc(F)cc2)c(=O)[nH]c(=O)n1Cc1ccccc1	?	18%	2	/	-1%	/	1	/	-12%	0%	-16
COc1cc(C(=O)N/N=C/c2ccc(OC(=O)c3ccccc3)c(OC)c2)ccc1O	-0.2%	-10%	-9	1%	0%	3%	/	-1	-6%	?	29
CC(C)(C)OC(=O)NCc1ccc(CNC(=O)c2nc[nH]c2C(=O)NCc2ccccc2)cc1	-0.9%	1%	7	/	-5%	/	-24	/	8%	-17%	-2
COc1ccc(-n2ncc3c(NC(C)C)ncnc32)cc1	0.1%	-4%	-12	4%	3%	2%	-6	-5	-12%	?	?
O=C(CSc1ccc2nnc(-c3ccccc3)n2n1)NCc1ccc2c(c1)OCO2	-0.4%	-15%	34	-1%	1%	-2%	-27	-12	-22%	-4%	-2
O=C(Nc1nccs1)c1cccc(S(=O)(=O)N2CCCCC2)c1	0.0%	-9%	22	0%	0%	-4%	-18	4	/	20%	?
O=C(N/N=C/c1ccccc1C(=O)O)c1ccncc1	0.1%	-1%	-16	-2%	1%	-5%	5	1	12%	4%	-15
CCOc1ccc(S(=O)(=O)Nc2ccccc2C(=O)Nc2ccccc2N2CCOCC2)cc1	-0.1%	-3%	13	-3%	-1%	0%	-23	4	14%	?	17
CCOC(=O)C1(Cc2ccccc2)CCN(Cc2cc(OC)c3c(c2)OCO3)CC1	-0.6%	1%	11	-1%	-1%	3%	1	-1	-5%	1%	-14
CC(C)(C)OC(=O)N1CCC(NC(=O)c2[nH]cnc2C(=O)Nc2cccc(Cl)c2)CC1	0.1%	-2%	5	/	0%	/	-5	/	3%	3%	25
CCN1CCN(c2ncnc3scc(-c4ccc(C)c(C)c4)c23)CC1	0.0%	14%	-3	/	-1%	-3%	-2	0	-1%	-16%	-4
COc1ccccc1NC(=O)CCn1c(=O)c2cccn2c2ccccc21	0.2%	-5%	-2	/	0%	-3%	-6	/	11%	4%	-19
COc1ccc(OC)c(NC(=O)CCN2CC(C)CC(C)C2)c1 (configuration not stated)	-0.4%	-4%	-18	1%	0%	4%	-16	1	4%	-2%	-8
Cc1csc(NC(=O)c2cc[n+]([O-])cc2)n1	-0.7%	13%	/	-1%	3%	0%	0	5	8%	1%	-8
COc1ccc2c(c1)C(=O)N(CCc1ccc(S(=O)(=O)NC(=O)NC3CCCCC3)cc1)C(=O)C2(C)C	-0.8%	-2%	6	0%	-1%	4%	27	15	-2%	-13%	16
COc1cc(C(=O)OCC(=O)N2CCN(C(C)=O)CC2)ccc1OCC(C)C	-0.2%	-20%	1	/	1%	/	20	/	2%	?	-5
Cc1cc(C(=O)OCC(=O)Nc2nccs2)c2ccccc2n1	-0.2%	3%	-16	3%	0%	2%	0	1	5%	-2%	26
CCSCCOC(=O)C1=C(C)N(C)C(=O)NC1c1cc(OC)ccc1OC (configuration not stated)	0.2%	-7%	-5	2%	-1%	8%	-7	1	3%	-9%	-1
CCCC[n+]1c2ccccc2cc2ccccc21	-0.1%	-8%	6	/	-6%	0%	11	0	0%	?	9
Oc1[nH]c2ccccc2c1N=Nc1nncc2ccccc12	-0.4%	?	1	-20%	0%	1%	15	1	-10%	?	-20
Cc1cc(C(=O)CSc2nnnn2C)c(C)n1CCc1ccc(Cl)cc1	0.3%	-4%	6	7%	-2%	13%	4	1	1%	-1%	-4
C=CCC(NCc1ccccc1)c1ccc(OC)cc1 (configuration not stated)	-0.4%	11%	-14	-12%	1%	-1%	-7	0	-3%	-2%	4
CN1CCN(C(=O)/C=C/c2ccc(Cl)cc2)CC1	0.3%	-10%	0	7%	2%	2%	0	2	6%	-2%	5
CN(C(=O)c1ccccc1)c1nc2ccccc2s1	-0.1%	-5%	-11	-1%	2%	-1%	-8	-2	-11%	?	5
COc1ccc(/C=N/NC(=S)Nc2ccccc2[N+](=O)[O-])cc1O	-0.6%	30%	-3	14%	0%	-1%	-8	-1	?	?	-3
COc1cc(NS(=O)(=O)c2ccc(N/C=C(\C#N)c3nc4ccccc4o3)cc2)nc(OC)n1	0.7%	21%	-3	0%	5%	-3%	17	0	3%	19%	-1
CCCCN(C(=O)c1cc(S(=O)(=O)N2CCOCC2)ccc1Cl)c1c(N)n(CC(C)C)c(=O)[nH]c1=O	-0.2%	12%	-6	/	2%	/	-3	/	-1%	2%	-6
COc1ccc(NC2CCCN(C(=O)c3cc(C)nc4cc(F)ccc34)C2)cc1 (configuration not stated)	0.4%	-5%	-13	1%	1%	8%	10	-15	5%	-6%	-10
CCOC(=O)c1sc(NC(=S)NC(=O)c2ccccc2)c(C(=O)OCC)c1C	-0.4%	1%	2	-8%	2%	2%	6	4	1%	-2%	16
Cc1n[nH]c(C)c1S(=O)(=O)N1CCCC(C(=O)NCc2ccccc2Cl)C1 (configuration not stated)	-0.5%	-4%	-16	-1%	0%	/	-3	4	-3%	-3%	-9
CCOc1ccc(C(=O)Nc2ccc(NC(=S)NC(=O)CC)cc2)cc1Cl	-0.6%	-13%	0	2%	1%	0%	18	1	2%	-4%	7
Nc1nonc1-c1nc2ccccc2n1CC(=O)NC1CCCC1	-0.5%	13%	20	1%	5%	2%	46	5	-1%	-3%	-3
Cc1cc(C(=O)NNC(=O)/C=C/c2ccc(F)cc2)c(C)o1	-0.3%	4%	3	-3%	1%	-6%	1	/	-1%	?	-9
O=C1N[C@@H](Cc2ccccc2)C(=O)N2CCCC12 (some centres not stated)	-0.6%	2%	-19	/	-1%	/	0	4	11%	1%	-8
O=C(Nc1cc(S(=O)(=O)N2CCCCC2)ccc1Oc1ccccc1)C1=COCCO1	0.2%	1%	10	-16%	-1%	-9%	-31	0	13%	-2%	-7
O=C(Nc1ccccc1)N1CCN(Cc2ccccc2)CC1	0.1%	-10%	-2	0%	2%	1%	-9	1	3%	-13%	-5
Cc1ccc(C2NS(=O)(=O)N=C2N)cc1 (configuration not stated)	-0.1%	22%	-2	0%	3%	0%	-5	1	5%	6%	1
O=S(=O)(O)c1ccc(N=Nc2ccccc2)cc1	-0.5%	10%	-6	-9%	-1%	3%	6	15	6%	?	-8
COc1ccc(/C=C/C(=O)NC(=S)Nc2ccc(C(=O)O)cc2)cc1	-0.3%	3%	-2	-5%	0%	3%	4	1	2%	0%	-17
Cc1ccc2nc(SCC(=O)Nc3nonc3N)[nH]c2c1	0.0%	6%	-9	0%	4%	-1%	8	-3	5%	3%	13
CCN(CC(=O)NCc1ccc(Cl)cc1)C(=O)C1CCN(S(=O)(=O)c2ccc(OC)c(OC)c2)CC1	-0.4%	-12%	10	/	1%	/	9	/	-3%	7%	21
CCOC(=O)c1ccc(NC(c2ccc(N(C)C)cc2)P(=O)(OC(C)C)OC(C)C)cc1 (configuration not stated)	0.2%	1%	2	1%	1%	7%	-4	-4	1%	3%	2
O=[N+]([O-])c1ccccc1Oc1ccc(C(F)(F)F)cn1	-0.1%	-1%	i	-18%	2%	0%	10	0	2%	-1%	-20
COc1cccc(/C=C2/NC(=O)N(CC(=O)Nc3ccc(C)cc3)C2=O)c1OCc1cccc(C(=O)O)c1	-0.4%	-8%	1	/	1%	-3%	-28	6	-1%	16%	8
COc1ccc(C(C#N)N2CCCCC2)cc1OC (configuration not stated)	-0.3%	4%[15.4 µM]	-7	-1%	3%	2%	1	2	-5%	-2%	-4
COc1ccccc1N1CCN(C(=O)CCCCCn2c(=O)[nH]c3ccsc3c2=O)CC1	-0.7%	-16%	-5	4%	0%	-3%	9	3	2%	-6%	3
